# From PubChem
# cardiac RTF act – increases calcium sensitivity of human cardiac regulated thin filaments; P19429+P45379; IANBD-labeled TnC RTF fluorescence at EC20 calcium; 0% EC20 calcium, 100% full calcium; activation, % at 7.2 µM; 340,000 compounds, 0.24% hits; AID 493008;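 active means activation above the mean over all tested compounds plus 3 SD, cut at about 30% in these data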;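 further: rise in fluorescence read as greater calcium sensitivity of cardiac thin filaments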
# Rtt109 HAT inh – inhibitors of Candida albicans Rtt109/Vps75 histone acetyltransferase; Q5AAJ8; purified Rtt109/Vps75, ThioGlo CoA-SH fluorescence, 4 h; inhibition, % at 34.9 µM; 330,000 compounds, 0.16% hits; AID 540336;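 active means inhibition of at least 50% in every replicate; inconclusive means best replicate reaches 50% inhibition but some replicates fall short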
# HTR5A ag – counter-screen for OPRM1-OPRD1 agonists: human HTR5A agonism | P47898 | HTR5A agonist assay, luminescence, cell-based | activation, % at 9.3 µM | 340,000 compounds, 0.61% hits | AID 504692; in the data active means activation mostly above about 9.5%, no sharp cut-off; inactive means mostly below about 7.6%;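 further: 0% = cells with vehicle only and 100% = reference agonist; strong numbers were not always called active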
# Wnt bcat act – activators of Wnt/beta-catenin signaling | AID 743398 | activation, % at 9.35 µM | Wnt/beta-catenin reporter cell assay, activator, plate reader | 300,000 compounds, 1.2% hits; in the data active means activation above about 30%, passing the limit was not always enough; inconclusive means no clear call, values can overlap the other calls;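 further: 0% = neutral control wells and 100% = positive control wells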
# MITF TRPM1 HTS – activators of MITF-driven TRPM1 promoter activity in SK-MEL-5 cells; SK-MEL-5 TRPM1-promoter luciferase, 24 h; % of positive control, neutral wells = 0; activation, % at 12.5 µM; 300,000 compounds, 0.75% hits;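 active means mean activation of at least 80% with every replicate also reaching 80%; inconclusive means mean reaches 80% but some replicate falls short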;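 further: 0% = neutral control wells and 100% = parthenolide positive control wells; values of inactives mirror those of a sister screen read the other way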
# dFosB activator – mouse delta FosB homodimer activation. P13346. AID 493131. activation, % at 25 µM. purified delta FosB, TAMRA-CDK5 oligo fluorescence polarization; percent of positive-control signal above neutral wells. 340,000 compounds, 0.99% hits;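 active means mean activation above about 17%, with every replicate also reaching it, limit read from the data, passing the limit was not always enough; inconclusive means only one of the two conditions met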;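 further: fluorescence polarization rise as delta FosB binds a TAMRA Cdk5 AP-1 oligo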
# SR-BI uptake up – SR-BI HDL lipid transfer activation; CHO ldlA[mSR-BI] cells, DiI-HDL uptake fluorescence, 3 h; 100 = double the neutral-control signal; activation, % at 12.5 µM; 320,000 compounds, 0.096% hits; AID 504775;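 active means mean replicate activation of at least 60% and every replicate at or above 60%; inconclusive means mean or all-replicate condition met, but not both; inactive means mean below 60% and not all replicates reaching 60%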;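 further: 0% = median plate neutral-control signal and 100% = twice that signal; values of inactives mirror those of a sister screen read the other way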
#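 Test system: SR-BI-overexpressing, LDLR-lacking CHO cells; Medium: Ham's F12 with 0.5% BSA, HEPES 25 mM, pH 7.4; Schedule: 3 h, 37 °C; Technique: bottom-read fluorescence, 550/595 nm.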
# PvdQ inh – blocks Pseudomonas aeruginosa PvdQ acylase activity. inhibition, % at 10 µM. purified PvdQ acylase, fluorescence plate reader. 340,000 compounds, 0.063% hits; in the data active means inhibition above about 30%, passing the limit was not always enough; inconclusive means no clear call, values can overlap the other calls;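 further: 0% = vehicle neutral wells and 100% = reference inhibitor wells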
# CDK5 inh – inhibitors of human CDK5/p35 kinase; Recombinant CDK5/p35, ADP-Glo luminescence, 60 min; inhibition, % at 10 µM; 330,000 compounds, 0.01% hits; Q00535+Q15078; AID 488839;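 active means highest replicate inhibition of at least 50% and at least 75% of replicates reaching 50%; inconclusive means only one of the two criteria met; inactive means both criteria failed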;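 further: plate controls were DMSO neutral control for no effect and GW8510 at 10 µM for full effect; many of its hits are not listed in these tables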
# Target sequence (Q00535 whole entry, looked up): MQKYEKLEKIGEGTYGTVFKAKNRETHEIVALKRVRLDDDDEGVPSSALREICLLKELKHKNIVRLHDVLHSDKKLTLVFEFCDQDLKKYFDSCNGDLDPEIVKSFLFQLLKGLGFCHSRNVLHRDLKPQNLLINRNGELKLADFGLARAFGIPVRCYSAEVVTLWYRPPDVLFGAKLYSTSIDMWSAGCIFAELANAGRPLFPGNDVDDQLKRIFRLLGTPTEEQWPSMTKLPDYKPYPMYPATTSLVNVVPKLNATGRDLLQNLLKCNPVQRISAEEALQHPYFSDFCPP
# Target sequence (Q15078 whole entry, looked up): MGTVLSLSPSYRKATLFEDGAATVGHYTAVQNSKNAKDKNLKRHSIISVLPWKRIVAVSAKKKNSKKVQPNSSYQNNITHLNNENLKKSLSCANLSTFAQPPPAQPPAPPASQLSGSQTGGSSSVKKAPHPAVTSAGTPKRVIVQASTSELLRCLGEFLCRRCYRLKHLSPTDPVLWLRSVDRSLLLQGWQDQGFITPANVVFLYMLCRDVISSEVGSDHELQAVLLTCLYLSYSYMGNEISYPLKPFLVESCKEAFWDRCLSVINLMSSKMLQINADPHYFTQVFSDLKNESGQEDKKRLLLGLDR
# SR-BI HDL uptake – inhibitors of mouse SR-BI mediated HDL lipid uptake | Q61009 | ldlA[mSR-BI] CHO cells, DiI-HDL uptake fluorescence, 3 h | inhibition, % at 12.5 µM | 320,000 compounds, 0.96% hits;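 active means mean replicate inhibition of at least 70% and a set share of replicates each scoring 70 or more; inconclusive means meets just one of the two criteria; inactive means fails both criteria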;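 further: 0% = median of neutral control wells and 100% = median of positive control wells; values of inactives mirror those of a sister screen read the other way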
# Target sequence (Q61009 whole entry, looked up): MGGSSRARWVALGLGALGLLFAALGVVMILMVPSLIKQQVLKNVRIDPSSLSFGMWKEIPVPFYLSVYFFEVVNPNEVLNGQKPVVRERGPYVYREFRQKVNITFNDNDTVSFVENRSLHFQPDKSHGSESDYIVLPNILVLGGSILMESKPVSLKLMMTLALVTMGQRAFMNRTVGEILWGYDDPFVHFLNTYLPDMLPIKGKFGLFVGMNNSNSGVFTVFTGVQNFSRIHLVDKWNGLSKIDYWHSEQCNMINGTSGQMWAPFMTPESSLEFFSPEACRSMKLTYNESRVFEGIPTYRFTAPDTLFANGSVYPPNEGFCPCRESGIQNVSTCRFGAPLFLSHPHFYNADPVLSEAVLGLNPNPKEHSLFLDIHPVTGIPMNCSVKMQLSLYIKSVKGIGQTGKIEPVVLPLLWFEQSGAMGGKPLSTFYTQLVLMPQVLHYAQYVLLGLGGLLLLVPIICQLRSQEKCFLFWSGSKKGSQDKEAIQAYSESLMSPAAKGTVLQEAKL
# Numbers without * were called inactive; ? = inconclusive; . = not tested or not shown.
SMILES,cardiac RTF act,Rtt109 HAT inh,HTR5A ag,Wnt bcat act,MITF TRPM1 HTS,dFosB activator,SR-BI uptake up,PvdQ inh,CDK5 inh,SR-BI HDL uptake
O=C1CC(SC(=Nc2ccccc2)Nc2ccccc2)C(=O)N1c1ccc(Cl)c(Cl)c1 (stereo unspecified),-8,-9,9,.,2,6,-31,-8,1.2,31
O=C(CC1C(=O)NCCN1Cc1cccc(F)c1)NC1CCCCC1 (stereo unspecified),5,8,0,-3,10,-4,13,-16,1.2,-13
Cc1ccc(NC(=O)CCc2nc3sc4c(c3c(=O)[nH]2)CCCC4)c(Br)c1,-15,-10,-3,.,1,-7,-1,-16,-1.1,1
COC(=O)CN(c1ccccc1OC)S(=O)(=O)c1ccccc1,1,4,-1,.,-4,-6,3,-6,1.7,-3
CC(C)CN1C(=O)NC(NC(=O)c2cccnc2)(C(F)(F)F)C1=O (stereo unspecified),7,-8,5,0,-4,-2,-27,1,2.2,27
NC(=O)c1oc2ccccc2c1NC(=O)c1ccc(F)cc1,-3,13,5,1,.,-12,7,2,-1.5,-7
COc1cc(Cl)c(C)cc1NC(=O)CN1CCCCCC1,7,14,1,-4,-9,-5,.,13,0.0,.
Cn1c(=O)[nH]c(=O)c2c1nc(SCCO)n2Cc1ccccc1Cl,1,1,0,7,.,-5,3,-12,-1.5,-3
COc1ccccc1NC(=O)Cc1nnc(SCC(=O)NC2=NCCS2)n1C,-8,6,6,-1,-1,-4,1,7,-2.0,-1
C[C@H](CO)N1C[C@H](C)[C@@H](CN(C)C(=O)Nc2ccc(C(F)(F)F)cc2)Oc2c(NS(=O)(=O)c3ccc(F)cc3)cccc2C1=O,-4,6,-2,-1,-6,-7,-36,12,-1.5,36
Cc1cc(NC(=O)C(C)C)ncc1NC(=O)c1ccco1,-1,-1,-2,0,23,0,-1,0,0.7,1
Fc1cccc(Cn2ccc(-c3ccc4c(c3)OCO4)n2)c1,-2,10,2,.,.,-3,1,-3,-1.1,-1
O=C(O)C[C@]1(C(=O)Nc2ccc(F)cc2)CC(/C=C/c2ccccc2)=NO1,2,-6,0,-1,1,-2,-7,-2,-1.8,7
Cc1cc(C(=O)NNC(=O)COc2c(C)cc(Br)cc2C)n[nH]1,4,-1,0,-1,-2,-5,13,-16,-2.3,-13
COc1cc(N(C)C)c([N+](=O)[O-])cc1C(=O)N1CCN(Cc2ccccc2)CC1,-1,8,2,-2,3,-6,-36,-6,0.4,36
CCCCOC(=O)Cn1c(=O)n(CC(=O)OCCCC)c2ccccc21,1,15,2,-1,.,-15,-9,-11,0.4,9
CCN(CC(=O)Nc1ccc2c(c1)OCCO2)C(=O)/C=C/c1ccc(OC)c(OC)c1,-2,-6,-1,2,-3,-4,-33,-13,-0.3,33
Cc1csc(NC(=O)NC2(C(F)(F)F)Oc3ccccc3O2)n1,6,7,-2,-13,.,2,20,-8,-0.4,-20
C/C(=C\C(=O)c1ccccc1)NCc1ccc(F)cc1,-5,-4,-5,0,22,-3,.,4,-0.4,.
Cc1ccc(-c2nn[nH]n2)cc1Cl,4,1,-2,0,.,-11,5,-13,-0.7,-5

# The listing continues.
SMILES,cardiac RTF act,Rtt109 HAT inh,HTR5A ag,Wnt bcat act,MITF TRPM1 HTS,dFosB activator,SR-BI uptake up,PvdQ inh,CDK5 inh,SR-BI HDL uptake
C/C(=N/OC(=O)c1c(-c2c(F)cccc2Cl)noc1C)c1cnccn1,-1,9,3,-1,-10,1,19,-6,-1.6,-19
CCC(C(=O)NCCCN1CCN(C)CC1)n1nc(C)c2sc3ccccc3c2c1=O (stereo unspecified),5,-24,-5,-1,4,-13,-1,-7,0.5,1
COc1ccc(-c2cn[nH]c2-c2ccc(O)cc2O)cc1,10,0,3,-6,5,0,-7,-6,0.7,7
COc1ccc(-c2nc3ccccc3n2OC(C)C(=O)O)cc1 (stereo unspecified),-3,3,-1,8,9,5,0,-7,2.6,0
CCc1ccc(-c2nnn(Cc3nn[nH]n3)n2)cc1,3,-4,-1,-15,-9,6,2,-15,-1.2,-2
CC1CCc2nn(CC(=O)N3CCc4ccccc43)cc2C1 (stereo unspecified),0,-2,-5,-2,2,1,5,5,0.4,-5
COc1ccc(-c2cc3nc(C)cc(NCCO)n3n2)cc1,10,2,-4,.,35,4,-20,-6,2.3,20
Cc1cc(NS(=O)(=O)c2ccc(NC(=O)c3cc(-c4ccccc4Cl)nc4ccccc34)cc2)no1,-7,21,-4,-2,7,-6,-21,2,-0.1,21
COc1ccc(CC(=O)NNC(=O)c2cnccn2)cc1,-7,3,2,-6,1,1,39,-3,-0.2,-39
CCOC(=O)C(C)Oc1cc(Cl)c(C=O)cc1OC (stereo unspecified),15,1,2,0,0,-14,?,-5,-1.8,-66
O=C(CN1CCN(S(=O)(=O)c2ccc(F)c(F)c2)CC1)Nc1ccccc1C(=O)NC1CC1,1,5,-3,-3,18,0,5,-9,-0.2,-5
COc1ccc(NC(=O)Cn2c(=O)n(CCC(=O)NCC3CCCO3)c(=O)c3cc(OC)c(OC)cc32)cc1 (stereo unspecified),-3,-1,0,-1,9,-6,-8,6,0.2,8
COCCN(C(=O)C1CCC1)c1c(N)n(CC(C)C)c(=O)[nH]c1=O,-1,-8,1,-1,-2,-2,13,2,0.7,-13
COc1ccc2[nH]c(C(=O)N/N=C/c3cc(OC)c(OC)c(OC)c3)cc2c1,-6,-4,-2,12,29,-22,-67,-7,0.8,67
CCOC(=O)[C@@H]1[C@H]2COc3ccccc3[C@@H]2N2C(=O)N(c3ccc(Cl)cc3)C(=O)[C@]12C,-4,1,-3,-1,6,5,-34,-9,-1.5,34
O=C(CN1C(=O)COc2ccc(Cl)cc21)Nc1ccc2c(c1)OCCO2,-4,-4,4,-2,7,9,4,11,-0.3,-4
Cc1nc([N+](=O)[O-])cn1CC(=O)c1ccc(F)cc1,-1,13,4,.,-5,6,21,-9,-0.4,-21
O=C(NCCCN1CCCC1)c1ccc2c(c1)N(Cc1ccc(F)cc1)C(=O)c1ccccc1S2=O (stereo unspecified),10,14,4,-2,18,1,17,-16,1.1,-17
O=C(NCc1nnc(SCC(=O)N2CCc3ccccc32)o1)c1cccs1,2,-2,1,3,3,-3,-2,7,-1.2,2
CCOC(=O)C1C2C=CC3(CN(c4ccccc4CC)C(=O)C13)O2 (stereo unspecified),0,0,-1,.,-14,3,-5,-8,0.4,5

# Going on with the list:
SMILES,cardiac RTF act,Rtt109 HAT inh,HTR5A ag,Wnt bcat act,MITF TRPM1 HTS,dFosB activator,SR-BI uptake up,PvdQ inh,CDK5 inh,SR-BI HDL uptake
Cc1cnc(C(=O)OCC(=O)c2cccc3ccccc23)cn1,-6,-8,2,0,-19,-9,6,-1,0.3,-6
COc1ccc(C(=O)N2CCCC2)cc1,0,27,-2,.,-11,2,-20,8,0.9,20
CC1(C)Cc2cccc(OCC(=O)NCCc3ccccc3)c2O1,-9,3,11,6,36,-2,-10,5,1.1,10
COc1cc(-c2nc3ccc(C)cn3c2NCc2ccccc2)ccc1-c1cccc(Cl)c1,1,-3,4,-2,19,-6,-24,-9,0.7,24
Cn1cc(Cl)c(C(=O)Nc2nc3ccc([N+](=O)[O-])cc3s2)n1,-9,.,0,5,7,3,25,0,0.1,-25
COc1ccc(CCNCCC(=O)Nc2c(C)cc(C)cc2C)cc1OC,-5,-2,-5,.,-18,5,-10,9,0.5,10
Cc1c(C)n(C)c2ccc(C(=O)Nc3cccc4ccccc34)cc12,-4,6,-4,0,.,-4,-81,-5,-0.1,81*
O=C(NCCCc1ccc(F)cc1)C1CCC(=O)N(CCN2CCOCC2)C1 (stereo unspecified),2,-13,4,1,3,-2,11,6,1.0,-11
CCCCn1nnc(NC(=O)c2ccc(-c3ccccc3[N+](=O)[O-])o2)n1,2,11,1,2,41,-6,-21,-7,0.2,21
O=C(COC(=O)C1CC(=O)N(Cc2ccccc2)C1)c1ccc(F)cc1 (stereo unspecified),11,-7,-2,-1,-14,-6,14,-12,-3.4,-14
O=C(COC(=O)c1ccncc1)NCCCc1ccccc1,-6,.,-2,.,-13,-7,39,-4,0.0,-39
CCCCS(=O)(=O)N1CN(S(=O)(=O)CCCC)C2NC(=O)NC21 (stereo unspecified),10,5,4,.,.,-3,4,-14,1.0,-4
Cc1ccccc1C(=O)NNc1ncnc2c1cnn2C,0,-3,4,-2,0,-2,4,1,-0.4,-4
Cc1c(C(=O)O)cccc1-n1c(C)cc(/C=N/NC(=O)c2cc3ccccc3o2)c1C,-2,14,1,7,-3,-1,-4,-4,-1.6,4
Cn1nnnc1SCC(=O)Nc1ccccc1N1CCCCC1,3,-5,-3,.,-7,0,-21,-11,-0.1,21
N#Cc1c(NC(=O)CCCl)sc2c1CCCCC2,8,-10,3,-3,9,0,13,-8,2.2,-13
O=C1c2cccc3c([N+](=O)[O-])ccc(c23)C(=O)N1Cc1cccnc1,20,-5,-3,10,-22,1,16,-6,0.7,-16
Cc1ccc(CCNC(=O)C2CCC(=O)N(Cc3cccc(F)c3)C2)cc1 (stereo unspecified),-2,-5,-7,3,7,2,18,-16,0.0,-18
COc1ccc(-c2noc(CCC(=O)NC3CCCC3)n2)cc1,2,10,-1,9,8,-1,-2,-22,0.0,2
O=C(NCc1cccc(C(F)(F)F)c1)c1ccc2c(c1)OCCO2,-3,0,4,-9,15,-5,.,-22,0.0,.

# (cont.)
SMILES,cardiac RTF act,Rtt109 HAT inh,HTR5A ag,Wnt bcat act,MITF TRPM1 HTS,dFosB activator,SR-BI uptake up,PvdQ inh,CDK5 inh,SR-BI HDL uptake
O=C(c1ccc(S(=O)(=O)Nc2cccc(C(F)(F)F)c2)cc1)N1CCOCC1,-4,-34,2,-1,-10,-5,13,-17,-0.3,-13
CCN1C(=NCCc2c[nH]c3ccccc23)N[C@@H](c2ccccc2)[C@H](C(=O)OC)[C@H]1C,-1,3,8,0,-7,-1,-15,10,0.6,15
CCN(Cc1ccccc1)C(=O)c1ccc(NC(=O)c2ccc(OC)cc2)cc1,-5,-8,0,-3,-6,-18,-37,-13,0.7,37
CCOc1ccc(NC(=O)CCCn2nc(C)c3c(C)n(-c4ccccc4)nc3c2=O)cc1,-2,3,2,-1,10,-2,-10,-15,2.3,10
O=C(CSc1ccc([N+](=O)[O-])cn1)Nc1ccc(N2CCOCC2)c(Cl)c1,7,?,-3,-1,6,-4,-16,5,0.0,16
Cc1ccc(C(=O)N2CCCC(CCC(=O)N3CCN(c4ccccn4)CC3)C2)cn1 (stereo unspecified),2,-9,1,-2,-5,-12,13,-6,-1.0,-13
O=C(/C=C/c1cccc([N+](=O)[O-])c1)NC1CC2CCC1C2 (stereo unspecified),4,5,2,.,37,3,4,1,-0.5,-4
CCCCN(CCCC)CCNC(=O)c1ccc2nc(-c3ccccc3NC(C)=O)c(=O)[nH]c2c1,-1,4,0,-2,6,-1,-3,-5,-0.1,3
O=C(COC(=O)Cn1nnc(-c2ccccc2)n1)Nc1ccccc1Br,-1,-5,3,-4,-1,-4,6,-8,-1.1,-6
